Screening results deposited in PubChem BioAssay by several laboratories.
RBBP9 inhibitor: inhibitors of human serine hydrolase RBBP9. O75884. inhibition, % at 7.94 µM. actives 0.2% (n = 220,000). recombinant RBBP9, FP-Rh probe fluorescence polarization;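 active = inhibition above the campaign mean of all tested compounds plus 3 SD, cut at about 14% in these data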;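 note: plate controls were DMSO wells with RBBP9 for no effect and wells lacking RBBP9 protein for full effect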
Target sequence (O75884 whole entry, looked up): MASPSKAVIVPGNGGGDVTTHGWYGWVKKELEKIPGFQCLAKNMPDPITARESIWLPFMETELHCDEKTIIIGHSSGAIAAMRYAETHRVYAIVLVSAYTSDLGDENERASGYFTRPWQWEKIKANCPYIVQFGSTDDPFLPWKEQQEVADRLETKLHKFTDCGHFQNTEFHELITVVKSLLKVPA
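Measured by – fluorescence polarization · Test system – RBBP9 protein · Input – 2.5 µM RBBP9 dispensing solution, before mixing · Measure – percent inhibition from mP, scaled between DMSO and no-protein wells · Benchmarks – DMSO-treated enzyme wells and wells lacking RBBP9 · Times – preincubation 30 min plus labeling 45 min at 25 °C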
PPC-1+TRAIL kill: kills PPC-1 cancer cells in the presence of TRAIL; PPC-1 cells + TRAIL, ATPLite viability luminescence; cell killing (% activity), % at 4 µM; actives 0.41% (n = 220,000); AID 1443;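 active = cell killing above 50% in the first pass at 4 µM, then a duplicate retest at 5 µM averaging 50% or more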;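 note: plate controls were cells with TRAIL plus DMSO for no effect and medium-only wells lacking cells for full effect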
Wee1 degr inh: blocks degradation of human Wee1 kinase; HeLa Luc-Wee1K328M stability, luciferase luminescence; 100% = proteasome inhibitor MG132 effect; reporter increase, % at 5 µM; actives 1.2% (n = 220,000); AID 1321;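 active = activation above the mean of all tested compounds plus 3 SD, set per screening run, cut at about 8.8% in these data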;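 note: cells exposed to compound for 20 h before luminescence read; 0% = DMSO alone and 100% = MG132 at 30 µM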
Target sequence (P30291 whole entry K328M): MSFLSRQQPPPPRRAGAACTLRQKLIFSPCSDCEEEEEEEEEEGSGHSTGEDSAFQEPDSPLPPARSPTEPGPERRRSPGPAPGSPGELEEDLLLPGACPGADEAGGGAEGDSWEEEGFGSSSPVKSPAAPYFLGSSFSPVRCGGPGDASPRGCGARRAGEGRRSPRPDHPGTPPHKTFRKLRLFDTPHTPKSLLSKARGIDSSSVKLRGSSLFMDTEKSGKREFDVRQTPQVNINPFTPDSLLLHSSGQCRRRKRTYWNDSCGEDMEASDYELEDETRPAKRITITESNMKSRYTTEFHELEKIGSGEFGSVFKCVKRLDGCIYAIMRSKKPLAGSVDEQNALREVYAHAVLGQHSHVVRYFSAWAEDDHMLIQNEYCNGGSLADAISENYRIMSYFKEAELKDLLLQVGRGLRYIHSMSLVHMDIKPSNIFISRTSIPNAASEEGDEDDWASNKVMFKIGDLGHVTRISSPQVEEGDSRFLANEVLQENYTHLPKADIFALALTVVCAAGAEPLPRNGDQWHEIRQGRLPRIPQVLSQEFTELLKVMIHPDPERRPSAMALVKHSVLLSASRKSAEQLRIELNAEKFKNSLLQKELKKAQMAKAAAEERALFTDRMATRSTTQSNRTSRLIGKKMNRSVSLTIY
TNF death inh: inhibitors of TNF-alpha induced necroptosis in Jurkat FADD-/- cells. Jurkat FADD-/- TNF necroptosis rescue, ATP luminescence, 24 h; 0 = TNF only, 100 = no-TNF cells. activation (protection from cell death), % at 10 µM. actives 0.068% (n = 220,000). AID 463075;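 active = activation, meaning protection from cell death, of at least 50% relative to plate controls; inactive = activation below 50%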;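 note: necroptosis triggered by 40 ng/mL TNF-alpha added together with compound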
CHOP inhibitor: blocks CHOP induction under ER stress | CHO-K1 CHOP-promoter luciferase, tunicamycin-induced, 15-18 h | inhibition, % at 10 µM | actives 3.8% (n = 220,000) | AID 2732;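 active = compounds that reduced the stress-induced luciferase reporter signal by more than about 70% of percent inhibition, limit read from the data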;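 note: 0% = tunicamycin plus vehicle and 100% = wells without tunicamycin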
BaF3 parental: counter-screen for JAK2V617F inhibitors: parental Ba/F3 viability inhibitors; CellTiter-Glo ATP luminescence; AID 1486; inhibition, % at 5.6 µM; actives 1.1% (n = 220,000);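 active = inhibition above a per-campaign cutoff, the mean inhibition of all tested compounds plus 3 SD, cut at about 27% in these data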;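 note: 0% = DMSO wells and 100% = JAK Inhibitor I control wells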
zfTRPN1 agonist: zebrafish TRPN1 (NompC) channel agonism; activation, % at 3 µM; actives 0.18% (n = 220,000); HEK293 zebrafish TRPN1-YFP, Fluo-8 calcium fluorescence; 100% = response to 87 µM carbachol;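 active = activation above its plate's cutoff, the mean activation of test wells on that plate plus 3 SD, cut at about 19% in these data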;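 note: 0% = DMSO alone and 100% = 87 µM carbachol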
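Control set: carbachol 87 µM as high control, DMSO as low control; system: HEK293 stable line with zebrafish TRPN1-YFP; read-out: % activation versus carbachol response; detection: intracellular calcium fluorescence with Fluo-8; doses: single test compound dose, 3 µM nominal, 0.3% DMSO; schedule: dye 1 h 37 °C plus 30 min RT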
Ba/F3 V617F tox: reduce viability of Ba/F3 cells dependent on JAK2V617F | Ba/F3 EpoR-JAK2V617F viability, ATP luminescence | inhibition, % at 5.6 µM | actives 1.1% (n = 220,000);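 active = inhibition above the campaign mean plus 3 SD over all tested compounds, cut at about 24% in these data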;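 note: cytokine-independent growth of Ba/F3 cells driven by EpoR plus mutant JAK2; 0% = DMSO-treated cells and 100% = JAK inhibitor I control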
TRPML3 agonist: agonists of human TRPML3 channel; Q8TDD5; HEK293 TRPML3-YFP, Fluo-8 calcium fluorescence; 100% = the carbachol control signal; activation, % at 3 µM; actives 0.29% (n = 220,000); AID 1448;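 active = activation above its plate's cutoff, the mean activation of the plate's test wells plus 3 SD, cut at about 12% in these data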;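 note: 0% = DMSO only wells and 100% = carbachol wells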
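system = HEK293 cells stably carrying human TRPML3-YFP | doses = one concentration, 3 µM nominal, 0.3% DMSO | timing = dye loading 1 h 37 °C then 30 min ambient, 125 s read | detection = Fluo-8 calcium dye fluorescence, ex 470-495, em 515-575 nm | benchmarks = high control carbachol 87 µM, low control DMSO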
Numbers without * were called inactive.

Screening NC(=O)Cn1c(=O)n(CCc2ccccc2)c(=O)c2c3c(sc21)CCCC3 returned RBBP9 inhibitor 4, PPC-1+TRAIL kill 18, Wee1 degr inh 2, TNF death inh 0.8, CHOP inhibitor 2, BaF3 parental 3, zfTRPN1 agonist 0.7, Ba/F3 V617F tox -2 and TRPML3 agonist 1.5.
Screening O=C1c2oc3ccccc3c(=O)c2C(c2cccc(Br)c2)N1Cc1ccco1 (configuration not stated) returned RBBP9 inhibitor -4, PPC-1+TRAIL kill 17, Wee1 degr inh -2, TNF death inh -4.0, CHOP inhibitor 24, BaF3 parental 8, zfTRPN1 agonist 0.3, Ba/F3 V617F tox 3 and TRPML3 agonist 0.7.
For Fc1ccc(F)c(NC(=S)NCCc2ccccc2)c1 the results were RBBP9 inhibitor 0, PPC-1+TRAIL kill 17, Wee1 degr inh -3, TNF death inh 4.3, CHOP inhibitor -2, BaF3 parental 10, zfTRPN1 agonist 5.3, Ba/F3 V617F tox 2 and TRPML3 agonist 1.8.
O=C(CNCC1CCCCC1)Nc1cccc(S(=O)(=O)N2CCOCC2)c1 was read as RBBP9 inhibitor -1, PPC-1+TRAIL kill 8, Wee1 degr inh -3, TNF death inh 2.5, CHOP inhibitor 1, BaF3 parental 7, zfTRPN1 agonist -0.2, Ba/F3 V617F tox 0 and TRPML3 agonist 0.9.
Screening COc1cccc(CNC(=O)CCC2CCCN(C(=O)c3cc(C)[nH]n3)C2)c1 (configuration not stated) returned RBBP9 inhibitor -11, PPC-1+TRAIL kill 12, Wee1 degr inh -1, TNF death inh -0.1, CHOP inhibitor 5, BaF3 parental 1, zfTRPN1 agonist -0.5, Ba/F3 V617F tox -2 and TRPML3 agonist 0.4.
Cc1ccc(Sc2ccc(C(=O)N(C)C)cc2[N+](=O)[O-])cc1 was read as RBBP9 inhibitor -3, PPC-1+TRAIL kill 9, Wee1 degr inh -1, TNF death inh 2.2, CHOP inhibitor 3, BaF3 parental 11, zfTRPN1 agonist -0.5, Ba/F3 V617F tox 0 and TRPML3 agonist 0.3.
For CCc1ccc(NC(=O)COn2nnc3ccc(S(=O)(=O)N(C)C)cc32)cc1 the results were RBBP9 inhibitor -1, PPC-1+TRAIL kill 31, Wee1 degr inh 0, TNF death inh -1.9, CHOP inhibitor -4, BaF3 parental 4, zfTRPN1 agonist 0.8, Ba/F3 V617F tox 3 and TRPML3 agonist 0.9.
Screening O=C(Nc1ccc(Oc2cccc(C(F)(F)F)c2)nc1)c1cccs1 returned RBBP9 inhibitor -13, PPC-1+TRAIL kill 19, Wee1 degr inh 0, TNF death inh -5.3, CHOP inhibitor 40, BaF3 parental 6, zfTRPN1 agonist 5.5, Ba/F3 V617F tox 0 and TRPML3 agonist 3.6.
Screening CCN1CCN(C(CNC(=O)c2ccc3c(c2)OCO3)c2cccnc2)CC1 (configuration not stated) returned RBBP9 inhibitor -4, PPC-1+TRAIL kill 20, Wee1 degr inh 2, TNF death inh 1.4, CHOP inhibitor 18, BaF3 parental -1, zfTRPN1 agonist 0.2, Ba/F3 V617F tox -2 and TRPML3 agonist 1.3.
`O=C(CN1CCN(C(=O)c2ccccc2)CC1)Nc1ncc(Br)cc1Br` gave RBBP9 inhibitor -5, PPC-1+TRAIL kill 20, Wee1 degr inh 2, TNF death inh -0.6, CHOP inhibitor 2, BaF3 parental 7, zfTRPN1 agonist -1.5, Ba/F3 V617F tox 0 and TRPML3 agonist 1.8.
`Cc1cccc(C)c1NC(=O)CN(C)C(C)C(=O)Nc1ccccc1-c1ccccc1` (configuration not stated) gave RBBP9 inhibitor 9, PPC-1+TRAIL kill 19, Wee1 degr inh 6, TNF death inh 0.5, CHOP inhibitor -1, BaF3 parental 1, zfTRPN1 agonist -1.9, Ba/F3 V617F tox 0 and TRPML3 agonist -0.2.
Cn1cccc1Cc1nnc(SCC(=O)Nc2ccccc2F)n1CCc1ccccc1 was read as RBBP9 inhibitor -7, PPC-1+TRAIL kill 16, Wee1 degr inh -3, TNF death inh -1.6, CHOP inhibitor -10, BaF3 parental 0, zfTRPN1 agonist 0.4, Ba/F3 V617F tox -4 and TRPML3 agonist -0.3.
CN(C)S(=O)(=O)c1cccc(-c2nnc3n2CCCCC3)c1 was read as RBBP9 inhibitor 1, PPC-1+TRAIL kill 8, Wee1 degr inh 2, TNF death inh 1.1, CHOP inhibitor 22, BaF3 parental -3, zfTRPN1 agonist 0.7, Ba/F3 V617F tox -4 and TRPML3 agonist 0.3.
For Nc1cc(-c2ccccc2)nn1S(=O)(=O)c1ccc(F)cc1 the results were RBBP9 inhibitor -2, PPC-1+TRAIL kill 11, Wee1 degr inh -2, TNF death inh -3.2, CHOP inhibitor 39, BaF3 parental 1, zfTRPN1 agonist 3.5, Ba/F3 V617F tox -4 and TRPML3 agonist 0.7.
Screening CCOc1cc(C2CC(=O)Nc3cc(C)c(C)cc32)ccc1O (configuration not stated) returned RBBP9 inhibitor -8, PPC-1+TRAIL kill 0, Wee1 degr inh 1, TNF death inh -4.9, CHOP inhibitor 31, BaF3 parental -3, zfTRPN1 agonist 0.3, Ba/F3 V617F tox -2 and TRPML3 agonist 0.1.
`O=C(NCCn1cc(SCc2ccccc2)c2ccccc21)c1ccccc1F` gave RBBP9 inhibitor -4, PPC-1+TRAIL kill -5, Wee1 degr inh -3, TNF death inh -1.9, CHOP inhibitor 57, BaF3 parental 6, zfTRPN1 agonist -1.5, Ba/F3 V617F tox -2 and TRPML3 agonist 0.1.
`COc1ccc2nc(NC(=O)CN(C)S(=O)(=O)c3cccs3)sc2c1` gave RBBP9 inhibitor -3, PPC-1+TRAIL kill 19, Wee1 degr inh 4, TNF death inh 3.1, CHOP inhibitor 54, BaF3 parental 1, zfTRPN1 agonist 0.1, Ba/F3 V617F tox -1 and TRPML3 agonist -1.0.
O=[N+]([O-])c1c(NCCO)cc(N2CCN(Cc3ccc4c(c3)OCO4)CC2)c2nonc12 was read as RBBP9 inhibitor -5, PPC-1+TRAIL kill 10, Wee1 degr inh -4, TNF death inh 3.4, CHOP inhibitor 29, BaF3 parental 5, zfTRPN1 agonist 1.3, Ba/F3 V617F tox -1 and TRPML3 agonist 1.1.
`COCC(C)n1c(C)cc(C(=O)CSc2nnc(Nc3ccccc3F)s2)c1C` (configuration not stated) gave RBBP9 inhibitor -10, PPC-1+TRAIL kill -1, Wee1 degr inh 5, TNF death inh 1.3, CHOP inhibitor 6, BaF3 parental 11, zfTRPN1 agonist 1.2, Ba/F3 V617F tox -2 and TRPML3 agonist 0.4.
For Cc1c(NC(=O)CN2CCN(C(c3ccccc3)c3ccccc3)CC2)c(=O)n(-c2ccccc2)n1C the results were RBBP9 inhibitor -7, PPC-1+TRAIL kill -22, Wee1 degr inh 2, TNF death inh -3.0, CHOP inhibitor 15, BaF3 parental 2, zfTRPN1 agonist 0.4, Ba/F3 V617F tox 3 and TRPML3 agonist -0.1.
`Cn1cccc1CC(=O)N/N=C/c1ccc(C(C)(C)C)cc1` gave RBBP9 inhibitor 4, PPC-1+TRAIL kill -2, Wee1 degr inh 0, TNF death inh 1.3, CHOP inhibitor 10, BaF3 parental 2, zfTRPN1 agonist 0.6, Ba/F3 V617F tox -1 and TRPML3 agonist 0.2.
For Cc1nccn1Cc1cccc2ccccc12 the results were RBBP9 inhibitor -7, PPC-1+TRAIL kill -8, Wee1 degr inh 2, TNF death inh 0.6, CHOP inhibitor -4, BaF3 parental 4, zfTRPN1 agonist 0.0, Ba/F3 V617F tox -3 and TRPML3 agonist 1.1.
`[O-][N+]1=c2ccc(Nc3ccccc3)cc2=NC12CCCCC2` gave RBBP9 inhibitor 0, PPC-1+TRAIL kill 11, Wee1 degr inh -3, TNF death inh -17, CHOP inhibitor -23, BaF3 parental 8, zfTRPN1 agonist -0.9, Ba/F3 V617F tox 42* and TRPML3 agonist -0.7.
`CCC(c1nnc(SCC(=O)NCCc2ccc(OC)c(OC)c2)n1Cc1ccccc1)N(C)C` (configuration not stated) gave RBBP9 inhibitor -5, PPC-1+TRAIL kill 26, Wee1 degr inh -2, TNF death inh -0.8, CHOP inhibitor 10, BaF3 parental 3, zfTRPN1 agonist 0.1, Ba/F3 V617F tox 1 and TRPML3 agonist 0.9.
O=C1C2CCCN2C(c2ccc(F)cc2)N1c1ccc(Cl)cc1 (configuration not stated) was read as RBBP9 inhibitor -8, PPC-1+TRAIL kill 15, Wee1 degr inh -2, TNF death inh 1.6, CHOP inhibitor 42, BaF3 parental 18, zfTRPN1 agonist 1.0, Ba/F3 V617F tox 42* and TRPML3 agonist 0.3.
`CC(C)NC(=O)c1ccc(-c2cc(C(F)(F)F)ccc2Cl)o1` gave RBBP9 inhibitor -4, PPC-1+TRAIL kill 0, Wee1 degr inh 2, TNF death inh 1.6, CHOP inhibitor 15, BaF3 parental 5, zfTRPN1 agonist 0.2, Ba/F3 V617F tox -3 and TRPML3 agonist -0.2.
`Cc1ccc(NC(=O)CCS(=O)(=O)c2ccc(Br)cc2)nc1` gave RBBP9 inhibitor -8, PPC-1+TRAIL kill 10, Wee1 degr inh 3, TNF death inh 1.4, CHOP inhibitor 2, BaF3 parental 5, zfTRPN1 agonist 0.2, Ba/F3 V617F tox 2 and TRPML3 agonist 0.0.
`CCCOc1nc2c(c(=O)n(C)c(=O)n2C)n1Cc1cccc2ccccc12` gave RBBP9 inhibitor -7, PPC-1+TRAIL kill -12, Wee1 degr inh 1, TNF death inh -4.1, CHOP inhibitor 66, BaF3 parental 3, zfTRPN1 agonist 0.1, Ba/F3 V617F tox -5 and TRPML3 agonist -0.3.
`COc1cc(Cl)c(C)cc1NC(=O)c1cc(S(=O)(=O)N(C)C)ccc1N1CCCC1` gave RBBP9 inhibitor -13, PPC-1+TRAIL kill 1, Wee1 degr inh -3, TNF death inh 4.9, CHOP inhibitor 9, BaF3 parental 3, zfTRPN1 agonist 2.1, Ba/F3 V617F tox 4 and TRPML3 agonist 0.2.
For CCOc1cc(C2C(C#N)=C(N)Oc3n[nH]c(CC)c32)ccc1OCCN1CCOCC1 (configuration not stated) the results were RBBP9 inhibitor 4, PPC-1+TRAIL kill 44, Wee1 degr inh 2, TNF death inh -0.5, CHOP inhibitor -4, BaF3 parental 7, zfTRPN1 agonist -0.7, Ba/F3 V617F tox -1 and TRPML3 agonist 0.0.
For Cc1ccc(S(=O)(=O)N(C)CC(=O)N2CCCC2)cc1 the results were RBBP9 inhibitor -5, PPC-1+TRAIL kill 11, Wee1 degr inh -2, TNF death inh -0.1, CHOP inhibitor 14, BaF3 parental -1, zfTRPN1 agonist 0.4, Ba/F3 V617F tox -2 and TRPML3 agonist 0.2.
